STAT1 inh: reduces IFN-gamma driven STAT1 reporter signal; AID 920; hit rate 0.35% among 200,000; inhibition, % at 5.5 µM; NIH 3T3 STAT1-luciferase reporter, luminescence;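 active = inhibition above a set limit, the mean inhibition across all tested compounds plus 3 SD, cut at about 34% in these data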;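 note: 0% = IFN-gamma with DMSO and 100% = IFN-gamma with 300 µM nifuroxazide; values of inactives mirror those of a sister screen read the other way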
PPARg SRC3 recr: agonists of human PPARgamma SRC-3 coactivator recruitment; P37231; biochemical PPARgamma/SRC-3 coactivator recruitment assay; activation, % at 8 µM; hit rate 0.26% among 200,000; in the data active = activation above about 23%;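 note: 0% = DMSO and 100% = reference agonist; some compounds past the cut are filed as inactive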
bIAP act: intestinal alkaline phosphatase (bovine) activation. hit rate 0.17% among 200,000. AID 1016. purified bovine IAP, CDP-star luminescence, 30 min; stronger effect = higher value; fold of DMSO-control signal, blank-subtracted. activation factor at 20 µM;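 active = activation factor of 2 or more at 20 µM, a signal rise over negative controls twice the positive control's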
STAT3 act: increases IL-6 driven STAT3 reporter signal. hit rate 0.91% among 190,000. U3A cells, IL-6 STAT3-luciferase reporter, luminescence; 100% = signal with IL-6 EC80 alone. AID 871. activation (% of control), % at 5.6 µM;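 active = activation above the screen-wide mean of compound activation plus 3 SD, cut at about 130% in these data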;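 note: 0% = background luminescence of wells with medium and substrate only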
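system = STAT3-luciferase reporter U3A cells | reagent = IL-6 stimulus at 33 ng/mL final | timing = 1 h compound pre-exposure, 6 h IL-6 stimulation, 37 °C | measured by = luminescence | evaluation = % activation versus median of IL-6-stimulated wells | control set = IL-6-only wells as 100% reference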
TNAP act hiacc: TNAP (human) activation, high acceptor; P05186; purified TNAP, CDP-star luminescence, 1 M DEA, 30 min; stronger effect = higher value; 0 = EDTA background, 1 = DMSO-only activity; activation factor at 20 µM; 200,000 tested, under 10 active; AID 1136;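 active = activation factor at least 2 at 20 µM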
Target sequence (P05186 whole entry, looked up): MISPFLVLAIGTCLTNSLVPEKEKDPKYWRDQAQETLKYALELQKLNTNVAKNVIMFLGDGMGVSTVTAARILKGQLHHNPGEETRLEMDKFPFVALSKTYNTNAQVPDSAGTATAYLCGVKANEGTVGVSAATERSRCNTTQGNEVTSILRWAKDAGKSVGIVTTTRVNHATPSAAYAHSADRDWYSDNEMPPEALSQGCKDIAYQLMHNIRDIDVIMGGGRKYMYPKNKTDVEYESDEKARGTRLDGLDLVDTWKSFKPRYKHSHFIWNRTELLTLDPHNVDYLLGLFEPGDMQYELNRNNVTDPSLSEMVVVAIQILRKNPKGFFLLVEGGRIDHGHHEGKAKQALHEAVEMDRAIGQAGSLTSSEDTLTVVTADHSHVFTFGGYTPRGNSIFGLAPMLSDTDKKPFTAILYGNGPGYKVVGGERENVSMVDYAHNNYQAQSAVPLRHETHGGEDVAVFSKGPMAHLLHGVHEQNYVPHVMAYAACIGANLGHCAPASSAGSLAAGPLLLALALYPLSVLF
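system = human TNAP | amount = enzyme diluted 1/800 final | reagent = 100 µM CDP-star substrate | signal = luminescent substrate turnover signal | dosing = one dose, 20 µM | benchmarks = EDTA negative control, DMSO positive control | measure = activation factor | timing = 30 min reaction, room temperature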
STAT3 blocker: reduces IL-6 driven STAT3 reporter signal; U3A cells, IL-6 STAT3-luciferase reporter, luminescence; host cell line lacks STAT1; inhibition, % at 5.5 µM; hit rate 0.89% among 190,000; AID 862;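 active = inhibition above the mean inhibition across all screened compounds plus 3 SD, cut at about 44% in these data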;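 note: 0% = DMSO only wells and 100% = 100 µM nifuroxazide control wells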
PPARg SRC-2 ag: PPARgamma-driven SRC-2 recruitment agonism. AID 1032. hit rate 0.34% among 200,000. P37231. PPARgamma LBD-SRC-2 recruitment, biochemical. activation, % at 8 µM; in the data active = activation above about 22%;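 note: 0% = vehicle and 100% = reference agonist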
bIAP inh: intestinal alkaline phosphatase (bovine) inhibition; purified bovine IAP, CDP-star luminescence, 30 min; 190,000 tested, under 10 active; inhibition, % at 20 µM;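 active = over 50% inhibition of intestinal alkaline phosphatase at 20 µM in the single-dose screen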
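Assay system: bovine IAP enzyme; medium: DEA buffer 100 mM, pH 9.8, with MgCl2 1.0 mM, ZnCl2 0.02 mM; doses: 20 µM single dose; incubation: enzyme reaction for 30 min at room temperature; detection: CDP-star luminescence signal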
ROMK primary: human ROMK K+ channel modulation, primary screen | P48048 | Tet-inducible ROMK, thallium flux fluorescence; actives lie on both sides | B-score at 10 µM | hit rate 2% among 130,000;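 active = signal ratio slope over the read window, or its plate-corrected B-score, at least 3 SD from the plate mean, either direction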;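 note: B-score of the F/F0 ratio slope over 7 to 12 s after thallium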
Target sequence (P48048 whole entry, looked up): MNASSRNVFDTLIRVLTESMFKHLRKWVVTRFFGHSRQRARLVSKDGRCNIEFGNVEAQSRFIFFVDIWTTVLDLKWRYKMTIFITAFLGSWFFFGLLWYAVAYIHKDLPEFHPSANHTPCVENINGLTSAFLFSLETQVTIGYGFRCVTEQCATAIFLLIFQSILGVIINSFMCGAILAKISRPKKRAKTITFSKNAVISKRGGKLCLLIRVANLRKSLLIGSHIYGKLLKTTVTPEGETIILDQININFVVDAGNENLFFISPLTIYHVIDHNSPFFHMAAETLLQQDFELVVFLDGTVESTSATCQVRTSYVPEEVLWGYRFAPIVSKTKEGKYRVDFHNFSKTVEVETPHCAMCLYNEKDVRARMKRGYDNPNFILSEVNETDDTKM
TR-FRET SRC-2 ct: counter-screen for PPARgamma SRC-2 recruitment agonists: TR-FRET artefact; stronger effect = higher value; TR-FRET ratio at 8 µM; hit rate 0.4% among 200,000; AID 1049; in the data active = TR-FRET ratio above about 2000; note: inactives centre near 1500
PPARg SRC1 recr: PPARgamma-driven SRC-1 recruitment agonism. PPARgamma-SRC-1 coactivator recruitment biochemical assay. hit rate 0.41% among 200,000. P37231. activation, % at 8 µM; in the data active = activation above about 19%;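 note: 0% = DMSO and 100% = reference agonist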
* marks the source's active call; other numbers are inactive results; . = not tested or not shown. Hits appear at their usual frequency. About 3.7% of those tested had a hit in this group.

SMILES,STAT3 act,bIAP act,STAT1 inh,PPARg SRC1 recr,STAT3 blocker,TNAP act hiacc,TR-FRET SRC-2 ct,PPARg SRC-2 ag,PPARg SRC3 recr,bIAP inh,ROMK primary
Cc1cc(C(=O)Nc2cccc3ncccc23)no1,95,0.9,-12,-2,10,1.1,1487,-4,3,6,0.13
Cc1ccc(Sc2ccc(NC(=O)c3ccc(S(C)(=O)=O)cc3Cl)cc2)cc1,84,1.1,18,54*,22,1,1563,-1,33*,-7,.
CC(=O)Oc1ccc2ccccc2c1C(NC(=O)Cc1ccccc1)c1ccc(Cl)cc1 (centres undefined),109,1,-10,-2,-4,1,1600,2,-12,4,.
Cc1cccnc1NC(=O)C1CCN(S(=O)(=O)c2c(C)noc2/C=C/c2ccco2)CC1,99,0.5,1,6,-1,1,1620,0,2,.,0.0062
Cc1cc(NC(=O)CSc2ccccn2)no1,101,1,-4,1,7,1,1700,7,1,-2,0.0086
COc1ccc(S(=O)(=O)NC(CC(=O)NCc2ccco2)c2ccco2)cc1 (centres undefined),105,0.9,3,-4,-1,1,1528,-1,-12,11,.
COc1ccc(CNc2ccccc2)cc1Br,102,0.9,-6,4,-1,1,1520,2,-2,10,.
CCc1cc(C(=O)NNC(=S)Nc2cccc(C)c2)cs1,97,1,-12,6,6,1,1599,14,9,2,.
COC(=O)c1ccc(C2C(Oc3ccc(OC)cc3)C(=O)N2CCc2ccc(F)cc2)cc1 (centres undefined),111,1,8,-12,-2,1,1699,8,-11,0,.
Cc1ccc(-n2c(=S)[nH]c3sc4c(c3c2=O)CCC4)cc1,137*,1.1,-2,8,-37,1,1859,12,8,-15,1.4
CCn1c(CCCOc2ccc(Cl)cc2Cl)nnc1SCC(=O)Nc1cccc(F)c1,101,0.9,0,-4,4,1,1470,3,-7,8,0.95
Cc1ccc(Oc2ccc(Cl)cc2N)cc1,115,0.9,-23,3,-20,1,1577,2,-2,9,-0.15
COC(=O)NNC(=O)COc1cc(C)c(Br)cc1C(C)C,94,0.6,9,1,11,1.1,1737,7,7,36,0.17
CN1C2CCC1/C(=C\c1ccc(F)cc1)C(=O)/C2=C/c1ccc(F)cc1,98,1,8,-4,0,1,1539,-9,2,3,-0.34
O=C(NCc1ccc2c(c1)OCO2)c1ccc(CS(=O)(=O)Cc2cccc(Cl)c2)o1,95,1.1,0,-3,3,1,1601,-7,-3,-8,-1.2
CCOC(=O)c1cc(CC)sc1/N=C/c1c(O)ccc2ccccc12,109,1.2,-8,-4,-6,1.1,1502,-8,-3,-19,-1.3
CC(=O)Nc1ccccc1NC(=O)c1ccc(C)cc1C,103,1,-10,-2,2,1,1632,3,-2,-5,0.44
COC(=O)c1ccc(N2CCN(C(=O)c3ccccc3)CC2)c(NC(C)=O)c1,98,1.1,-5,5,7,1,1646,3,5,-7,0.66
O=C(Cc1ccc(Cl)c(Cl)c1)Nc1ccccc1N1CCOCC1,106,0.9,7,6,-5,1,1610,3,9,10,-0.25
CCC(=O)Nc1ccc2nc(C3CC3)n(Cc3ccccc3)c(=O)c2c1,114,0.9,-17,-7,-10,1,1490,-3,0,9,.
CC(C)CNC(=O)CN(C1CCCCC1)S(C)(=O)=O,105,0.9,-2,2,-2,1,1512,13,4,8,0.52
COc1cc(NC(=O)c2ccc([N+](=O)[O-])o2)ccc1NC(=O)c1cccs1,68,1,-14,7,44*,0.9,1659,6,2,4,0.046
C[C@H](NC(=O)OC(C)(C)C)C(=O)NCC1CCC(C(=O)O)CC1 (some centres undefined),105,0.9,2,2,-4,1,1507,5,-3,10,.
COc1cc(C=O)ccc1OCCCCOc1ccccc1[N+](=O)[O-],98,1,1,4,3,1,1618,11,5,1,.
O=C(COC(=O)CCc1c[nH]c2ccccc12)NCc1ccc2c(c1)OCO2,99,1,6,12,3,1,1501,8,1,-3,0.55
COc1cccc(C(=O)N2CCN(S(=O)(=O)Cc3ccccc3)CC2)c1,97,0.9,2,1,9,1,1584,10,-3,9,.
Cc1c(Cl)ccc2c1NC(=O)[C@]21N[C@@H](Cc2ccccc2)[C@H]2C(=O)N(c3ccc(F)cc3)C(=O)[C@H]21,105,1,-3,4,-6,1,1498,9,5,0,-0.15
CN(C)c1nc(Oc2ccc(=O)[nH]n2)nc(N2CCOCC2)n1,93,1,11,-12,13,1.1,1531,3,2,2,.
CCC(C)NC(=O)c1c(N)n(/N=C/c2ccccn2)c2nc3ccccc3nc12 (centres undefined),82,1.2,-9,3,28,1,1621,-8,-7,-16,.
O=C(Cn1cnc2c(cnn2-c2ccccc2)c1=O)NCc1ccccc1,96,1.1,-21,11,7,1,1659,9,7,-5,1.2
O=C(Oc1ccc2c(c1)OCC2=O)c1ccccc1,103,1,-8,4,0,1,1729,-3,18,-3,-0.34
CCOc1ccc(Br)cc1S(=O)(=O)Nc1ccc(C(=O)Nc2ccc(C)cc2)cc1,116,0.9,1,-6,-14,1,1545,0,-1,8,-0.074
O=C(CSc1nc2ccccc2[nH]1)NCc1ccc2c(c1)OCO2,98,0.8,-12,13,8,1,1565,6,3,18,.
CCc1nnc(NC(=O)Cc2cccs2)s1,105,0.9,0,0,-4,1,1455,-6,0,6,0.63
Cc1occc1-c1nnc(SCC(=O)NCc2cccs2)n1CC1CCCO1 (centres undefined),105,0.9,-2,1,0,1,1656,8,-4,11,.
Cc1ccn2c(=O)nc(SCc3cccc(C(F)(F)F)c3)nc2c1,104,1,9,4,3,1,1704,1,3,-3,-0.63
NS(=O)(=O)c1ccc(CCNC(=O)c2ccccc2[N+](=O)[O-])cc1,100,1.2,7,8,3,1,1628,9,0,-22,.
O=C(NCc1cccnc1)c1c(O)c2cccc3c2n(c1=O)CCC3,109,1.1,-7,2,-8,1,1661,6,2,-8,-0.78
OC1(CN2CCOCC2)C2CN3CCN(C2)CC1(c1ccccc1)C3 (centres undefined),105,0.9,-3,0,-2,1,1406,-7,7,8,0.19
CCOc1cccc(NC(=O)C2CCCN(S(=O)(=O)c3ccc(-n4cnnn4)cc3)C2)c1 (centres undefined),103,0.9,-10,4,-1,1.1,1554,8,-3,7,.
CCOc1ccccc1C(=O)N/N=C/c1c[nH]c2ccccc12,100,1,0,3,5,1,1703,6,7,3,-0.086
Cc1noc(C)c1C(=O)OCC(=O)Nc1cccc(S(N)(=O)=O)c1,106,1,4,-3,-2,1,1430,1,0,2,0.14
O=C(NN=C1CCCC1)NC1CCCCC1,103,0.9,1,0,-1,0.9,1384,-12,-1,10,.
CCCCC(=O)NC(c1ccco1)c1c(O)ccc2ccccc12 (centres undefined),105,1,4,2,-6,1.1,1602,14,-3,4,-0.13
CCCC(O)(CCN1CCCCC1)c1ccc(OCC)cc1 (centres undefined),104,1,-7,6,4,1.1,1579,1,-1,-3,.
CS(=O)(=O)N1CCN(c2ccc(NC(=O)c3cccnc3Cl)cc2)CC1,100,0.8,-2,-1,6,1,1528,2,-6,21,1.7
COc1ccccc1C(=O)N/C(=C/c1ccc(Br)cc1)C(=O)N1CCCC1,104,1,8,16,2,1,1656,-6,6,-2,0.38
O=C(COC(=O)c1n[nH]c2ccccc12)NC(=O)NC12CC3CC(CC(C3)C1)C2,93,0.9,-8,0,14,1,1690,6,14,5,0.32
O=C1C2C3C=CC(C3)C2C(=O)N1c1ccc2c(c1)CCC2 (centres undefined),100,1.1,0,0,4,1,1552,-5,6,-5,.
c1nc(NC2CCCCCC2)c2[nH]cnc2n1,85,1.3,-3,6,18,1,1671,1,13,-35,.
Cc1ccc(C(=O)NC(N2CCCC2)C(Cl)(Cl)Cl)cc1 (centres undefined),104,1,-7,0,0,1,1410,-3,-2,-1,0.83
O=C(C(Cc1ccccc1)N1C(=O)c2ccccc2C1=O)N1CCc2ccccc21 (centres undefined),106,0.9,-1,-4,-4,1,1645,7,15,9,0.28
CC(C)c1nnc(NC(=O)C2CCCN2C(=O)Nc2ccccc2F)s1 (centres undefined),100,1.2,-19,5,4,1,1581,5,4,-16,-0.66

An excerpt of these results, with each value named.
O=C(NCc1cccnc1)c1c(O)c2cccc3c2n(c1=O)CCC3
  STAT3 act: 109
  bIAP act: 1.1
  STAT1 inh: -7
  PPARg SRC1 recr: 2
  STAT3 blocker: -8
  TNAP act hiacc: 1
  TR-FRET SRC-2 ct: 1661
  PPARg SRC-2 ag: 6
  PPARg SRC3 recr: 2
  bIAP inh: -8
  ROMK primary: -0.78
OC1(CN2CCOCC2)C2CN3CCN(C2)CC1(c1ccccc1)C3 (centres undefined)
  STAT3 act: 105
  bIAP act: 0.9
  STAT1 inh: -3
  PPARg SRC1 recr: 0
  STAT3 blocker: -2
  TNAP act hiacc: 1
  TR-FRET SRC-2 ct: 1406
  PPARg SRC-2 ag: -7
  PPARg SRC3 recr: 7
  bIAP inh: 8
  ROMK primary: 0.19

From PubChem BioAssay
